# CXCR6 inh – CXCR6 (human) receptor inhibition; inhibition, % at 20 µM; CHO-K1 PathHunter CXCR6 beta-arrestin, luminescence; actives 0.36% (n = 360,000); AID 602244; O00574; in the data active means inhibition above about 34%, passing the limit was not always enough;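 further: antagonist mode with CXCL16 agonist at 10 nM final; 0% = 10 nM CXCL16 with DMSO and 100% = unstimulated wells without agonist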
# Target sequence (O00574 whole entry, looked up): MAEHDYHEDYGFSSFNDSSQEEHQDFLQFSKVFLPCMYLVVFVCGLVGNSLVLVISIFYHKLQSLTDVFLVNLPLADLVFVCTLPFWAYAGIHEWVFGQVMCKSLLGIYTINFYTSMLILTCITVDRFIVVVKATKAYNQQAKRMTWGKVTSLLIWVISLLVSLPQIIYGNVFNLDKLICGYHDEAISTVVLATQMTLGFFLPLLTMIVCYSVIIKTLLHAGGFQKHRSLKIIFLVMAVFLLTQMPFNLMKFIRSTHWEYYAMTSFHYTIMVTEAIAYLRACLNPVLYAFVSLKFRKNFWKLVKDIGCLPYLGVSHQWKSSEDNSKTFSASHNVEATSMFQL
# UPR XBP1 act – activators of adaptive arm of unfolded protein response (XBP1); activation, % at 20 µM; CHO-XBP1 luciferase reporter, IRE1-XBP1 UPR activation, luminescence; percent of tunicamycin response, DMSO as zero; actives 0.33% (n = 330,000);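 active means versus positive control, 20 µM dose yields 30% or more activation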;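 further: 100% = tunicamycin at 10 µg/mL and 0% = DMSO only wells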
#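 Material: CHO cell line with stable XBP1 luciferase reporter; buffer or medium: F12 medium containing 10% fetal bovine serum; compound: single point, 20 µM final compound, 1% DMSO; incubation: 6 h treatment, 37 °C; measured by: glow luminescence from Steady-Glo reagent; evaluation: activation, % of tunicamycin; control set: tunicamycin high, DMSO low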
# EBI2 antag – EBI2 (human) antagonism; P32249; inhibition, % at 5 µM; EBI2 beta-arrestin recruitment, luminescence, 7a,25-OHC stimulated; actives 0.81% (n = 360,000); AID 651636; in the data active means inhibition above about 38%;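 further: enzyme fragment complementation signal reports receptor beta-arrestin coupling in cells; 0% = agonist plus DMSO wells and 100% = wells without agonist; some results beyond the cut were filed as inactive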
# Target sequence (P32249 whole entry, looked up, the tested form may be a part): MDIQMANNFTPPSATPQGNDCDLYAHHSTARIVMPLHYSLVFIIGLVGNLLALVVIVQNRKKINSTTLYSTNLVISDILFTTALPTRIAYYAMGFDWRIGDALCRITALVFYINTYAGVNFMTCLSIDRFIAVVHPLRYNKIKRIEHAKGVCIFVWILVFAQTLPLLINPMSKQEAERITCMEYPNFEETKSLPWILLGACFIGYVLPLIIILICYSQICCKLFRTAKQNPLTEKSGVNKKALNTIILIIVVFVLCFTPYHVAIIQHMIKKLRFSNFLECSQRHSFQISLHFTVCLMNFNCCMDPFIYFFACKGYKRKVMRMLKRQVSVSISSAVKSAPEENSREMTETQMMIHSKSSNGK
# CCR6 antag – antagonists of human CCR6 receptor. P51684. inhibition, % at 20 µM. CHO-K1 CCR6 PathHunter beta-arrestin, luminescence, CCL20-stimulated. actives 0.49% (n = 340,000). AID 493098;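 active means compounds whose inhibition of the agonist-driven luminescence signal at 20 µM reaches about 50%, limit read from the data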;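 further: cells stimulated with CCL20 at 14 nM final; plate controls were DMSO with CCL20 for no effect and DMSO without agonist for full effect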
# Target sequence (P51684 whole entry, looked up): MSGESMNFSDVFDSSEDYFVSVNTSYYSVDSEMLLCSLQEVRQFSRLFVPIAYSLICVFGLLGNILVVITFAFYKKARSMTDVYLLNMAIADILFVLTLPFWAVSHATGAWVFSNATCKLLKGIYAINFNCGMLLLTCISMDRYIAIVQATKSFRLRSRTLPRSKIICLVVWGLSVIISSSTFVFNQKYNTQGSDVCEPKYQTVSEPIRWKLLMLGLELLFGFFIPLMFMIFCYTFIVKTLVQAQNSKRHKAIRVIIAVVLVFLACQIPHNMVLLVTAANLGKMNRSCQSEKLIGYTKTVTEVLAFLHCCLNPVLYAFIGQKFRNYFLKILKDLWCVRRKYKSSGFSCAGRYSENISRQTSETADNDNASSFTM
# CHOP UPR activ – activators of apoptotic arm of unfolded protein response (CHOP) | activation, % at 10 µM | AID 449763 | CHO-CHOP luciferase reporter, UPR activation, luminescence; percent of tunicamycin response over DMSO baseline | actives 0.34% (n = 330,000);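 active means at 10 µM dose, activation of 40% or more, normalized to positive control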;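 further: 100% = tunicamycin at 10 µg/mL and 0% = DMSO alone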
#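 Assay system: CHO cells with stable CHOP pathway luciferase reporter; Buffer or medium: F12 plus 10% serum; Times: 16-18 h cell attachment, then 6 h compound exposure, 37 °C; Signal: luciferase luminescence; Read-out basis: percent activation relative to tunicamycin control; Control set: tunicamycin high control, DMSO low control.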
# Mdm2-MdmX inh – disrupts the human Mdm2-MdmX interaction; O15151+Q00987; SaOS-2 split-luciferase Mdm2/MdmX complementation, luminescence; inhibition, % at 8 µM; actives 3% (n = 330,000); AID 485346;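 active means inhibition of at least 50% at 8 µM in the primary screen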
# Gli-Sufu antag – Gli-Sufu pathway antagonism; actives 0.74% (n = 340,000); inhibition, % at 5 µM; Sufu-KO-LIGHT fibroblasts, Gli luciferase reporter luminescence; AID 588413;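 active means inhibition above about 55%, limit read from the data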;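 further: 0% = DMSO-treated cells and 100% = wells with medium but no cells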
# 697 NFkB inh – lowers PMA/ionomycin-induced NF-kB signal in 697 B cells; 697 B-cell NF-kB luciferase reporter, 16 h; inhibition, % at 4 µM; actives 0.33% (n = 330,000); AID 435022; in the data active means inhibition above about 35%
# Jurkat NFkB inh – inhibitors of the PMA/ionomycin-induced NF-kB reporter in Jurkat cells; PMA/ionomycin-induced NF-kB luciferase reporter, luminescence; inhibition, % at 4 µM; actives 0.53% (n = 330,000); in the data active means inhibition above about 50%
# Starred values were filed as active, the others as inactive; / = no result given.
# Sequence of screens – CXCR6 inh	UPR XBP1 act	EBI2 antag	CCR6 antag	CHOP UPR activ	Mdm2-MdmX inh	Gli-Sufu antag	697 NFkB inh	Jurkat NFkB inh
> CC(=O)Nc1nnc(Cc2c[nH]c3ccccc23)s1
 : -7	5	-4	17	-0.3	-10	-3	17	-7
> O=C(NCc1ccccc1Br)c1cccc2c1C(=O)c1ccc(N3CCOCC3)cc1S2(=O)=O
 : /	4	/	/	3.1	50	/	13	2
> CCN(CCn1cccn1)C(=O)CC1C(=O)NCCN1Cc1ccc(F)cc1 (configuration not stated)
 : -2	-3	-8	-4	-0.3	6	2	4	7
> CCCCn1c(SC(C)C(=O)NCC2CCCO2)nc2cc(C(=O)OC)ccc2c1=O (configuration not stated)
 : 12	0	3	2	0.2	-8	2	-10	6
> Cc1cc(=O)c(C(=O)O)nn1-c1cccc(C(F)(F)F)c1
 : -6	-5	-11	9	2.2	17	7	13	16
> CCc1ccc(NC(=O)CSc2nc(=O)n(CCN(C)C)c3c2CCCC3)cc1
 : 8	-4	9	11	-0.3	20	6	-17	-1
> CCn1c(SCC(=O)N2CCOCC2)nc2ccccc21
 : 1	-1	-19	12	-0.7	4	4	-1	-9
> O=C(CCC1CCN(C(=O)c2ccccc2Cl)CC1)NCc1ccc(F)cc1
 : 1	-6	-2	6	1.3	37	-10	26	-2
> CCC1CN(C(=O)N2CCC(C(=O)NCc3cc(OC)c(OC)c(OC)c3)CC2)c2ccccc2O1 (configuration not stated)
 : -3	-3	1	8	1.5	-11	-2	-34	-12
> CCOC(=O)CC(=O)Nc1ccsc1C(N)=O
 : 4	-5	4	3	-0.7	2	0	-18	0
> Cc1ccc(N2C(=O)c3ccccc3C2Nc2ccc(S(=O)(=O)N3CCOCC3)cc2)nc1 (configuration not stated)
 : -4	2	-2	8	3.5	-41	-1	-30	-43
> CC(C)n1c(SCC(=O)Nc2nc3ccccc3s2)nc2c1c(=O)n(C)c(=O)n2C
 : -13	4	8	-10	3.4	1	41	-55	1
> CC[C@H](C)[C@H](NC(=O)OCc1ccccc1)C(=O)OCC(=O)Nc1ccc(N2CCOCC2)cc1
 : -7	-3	0	-7	2.7	6	-5	2	18
> CCSC(=Nc1ccccc1)N1CCOCC1
 : -5	-2	-6	6	0.3	13	2	3	-5
> CCC1CCC2(CC1)NC(=O)N(CC(=O)Nc1cc(C)on1)C2=O (configuration not stated)
 : -5	0	-21	-8	3.0	5	2	12	-6
> CS(=O)(=O)N(CC(=O)Nc1ccc(F)cc1F)c1cccc([N+](=O)[O-])c1
 : -6	-3	2	13	-1.8	15	3	11	0
> CC[C@]1(c2cccc(C)c2)C(=O)N(C(=O)OC)N1C(=O)OC
 : -5	-1	5	3	-0.9	5	2	-43	-7
> Cc1ccccc1C(=O)N1CCN(c2ccc(NC(=O)c3ccco3)cc2Cl)CC1
 : -7	0	5	-10	-2.6	46	-7	-18	4
> O=C(CN1CCC(C(=O)c2cccc(F)c2)CC1)NCc1cccs1
 : 1	-3	2	5	0.6	-10	18	-24	-6
> Clc1ccccc1-c1ccc2ncnc(NCc3cccnc3)c2c1
 : -8	3	-8	1	0.5	5	8	-31	-2
> CCCCN(C(=O)C1=COCCO1)c1c(N)n(CCCC)c(=O)[nH]c1=O
 : 2	-3	-1	3	-0.5	11	-5	13	-2
> COc1ccc2c(c1)[C@H]1[C@H](CO2)[C@H](c2ccccc2)[C@]2(C)C(=O)N(Cc3ccc(C)cc3)CC(=O)N12
 : 5	5	30	6	0.5	18	-14	-20	8
> CCc1ccc2[nH]c(C)c(CN3CCCCCC3)c(=O)c2c1
 : -6	-2	-3	8	-0.2	16	10	6	-8
> CCOc1ccc(NC(=O)CN(C)CC(=O)Nc2cccc(Cl)c2C)cc1OCC
 : 0	-1	6	-3	0.8	3	-4	31	1
> O=C(NC(=C(Cl)Cl)S(=O)(=O)c1ccc(Cl)cc1)c1ccccc1
 : -26	2	-1	2	13	62*	-1	1	26
> N#CCCn1cc(/C=N/O)c(-c2ccccc2)n1
 : -9	-1	-16	-3	-1.0	16	-2	7	2
> O=C(CSc1nnnn1C1CCCC1)NCCc1ccccc1
 : -6	-1	-27	0	1.0	11	-15	7	-11
> CCCCC(=O)N1C/C=C\C(c2ccc(OC)cc2)N(Cc2ccc(F)cc2)C(=O)C1 (configuration not stated)
 : 9	-2	4	7	1.2	-11	-24	1	7
> COc1ccc(C2C3=C(CC(C)(C)CC3=O)Nc3c2c(=O)[nH]c(=O)n3Cc2ccccc2)cc1 (configuration not stated)
 : -16	-4	-3	-23	-3.5	4	-6	18	-12
> O=C(CSc1ccccc1)NN1C(=O)c2ccccc2C1=O
 : 1	1	1	-4	1.4	20	-5	-3	-11
> O=C(c1ccc(F)cc1)N1CCN(C2CCC(c3ccccc3)CC2)CC1 (configuration not stated)
 : 6	0	12	6	-1.4	-9	0	-29	-15
> O=C(NCCN1CCOCC1)c1cc(-c2ccc(Br)cc2)on1
 : -10	-2	9	10	-0.3	-3	-3	18	4
> CCOC(=O)C(NC(=O)CC)(Nc1sc2c(c1C(=O)OC)CCN(C)C2)C(F)(F)F (configuration not stated)
 : -7	1	-12	3	1.3	8	-20	-43	7
> CN(c1ccc(OCC(=O)NCc2cccnc2)cc1)S(=O)(=O)c1ccc(Cl)cc1
 : -12	1	5	-2	-1.7	-19	-3	-9	-7
> O=C(NC1CC1)C1CCN(C2CCN(C(=O)/C=C/c3cccs3)CC2)CC1
 : -8	-2	0	-2	-0.7	13	-3	27	10
> Cc1ccc(N2CN(Cc3cccnc3)CNC2=S)cc1
 : 6	-2	-13	5	1.2	-1	15	-4	-11
> COC(=O)c1c(NC(=O)c2ccco2)sc2c1CCN(C(C)=O)C2
 : 1	5	-4	9	0.2	27	-7	38*	-7
> CSc1ccccc1NC(=O)CN(C)CC(=O)NCc1ccccc1
 : -7	0	5	2	-1.3	-1	1	-1	1
> O=C(CCC(=O)N1CCOc2ccccc21)N1CCCCC1
 : -3	-2	-9	-4	0.5	10	-27	4	-4
> N#CCN(C(=O)COC(=O)C1CC2CCCC(C1)C2=O)c1ccccc1 (configuration not stated)
 : -8	-1	7	0	-1.5	0	/	-2	-24
> CC1(C)[N+]([O-])=C2C(=[N+]([O-])C1(C)C)c1ccccc1/C2=N\O
 : 0	2	10	-18	-1.5	11	-44	-39	-22
> Cc1ccccc1NC(=O)CSc1n[nH]c(-c2ccco2)n1
 : -4	-3	-6	0	-0.3	-5	3	5	-42
> Cn1c(SCC(=O)NC(C)(C)C)nnc1-c1cnccn1
 : -1	-2	-10	-6	0.4	-12	-1	-2	-5
> O=C(NCCCn1ccnc1)NC(C(F)(F)F)C(F)(F)F
 : 6	-3	-2	-4	-0.3	-7	-22	11	-2
> Cc1cc(C)c(N(CC(=O)NCc2ccccc2)C(=O)c2csnn2)c(C)c1
 : 5	-2	-10	0	-1.3	-19	-35	9	-5
> Cc1ccc(Nc2nnc(SCC(=O)NC(Cc3c[nH]c4ccccc34)C(=O)O)s2)cc1 (configuration not stated)
 : -7	-2	3	-3	-0.9	7	-1	-1	2
> CN(C)c1cccc(C(=O)NNC(=O)NC2CCCCC2)c1
 : -18	-3	-6	-12	0.3	11	4	20	-10
> COc1cc(C(=O)N2CCC(C(=O)Nc3cccc(C(C)=O)c3)CC2)cc(OC)c1OC
 : -1	-4	-5	12	-3.2	6	/	17	3
> O=C(NCCN1CCOCC1)c1ccc2ccccc2c1
 : -6	-2	7	-5	-2.6	-5	0	13	-8
> CSc1nc2nc(-c3ccc(F)cc3)c(CCN3CCN(C)CC3)cn2n1
 : -1	-1	-14	-3	-1.7	-14	25	31	4

# Further results follow:
# Sequence of screens – CXCR6 inh	UPR XBP1 act	EBI2 antag	CCR6 antag	CHOP UPR activ	Mdm2-MdmX inh	Gli-Sufu antag	697 NFkB inh	Jurkat NFkB inh
> O=C(N/N=C/c1ccc(COc2ccc(Br)cc2)o1)c1ccc2c(c1)OCO2
 : 7	0	5	23	1.2	-1	-14	-28	12
> C/C(=N/O)c1no[n+]([O-])c1/C(C)=N\O
 : -13	-1	-1	0	2.5	-3	14	20	3
> CCC(=O)N1CCc2cc(S(=O)(=O)N(C)c3ccc(OC)cc3OC)ccc21
 : 5	0	-9	12	0.6	-2	-1	0	-2
> COc1ccccc1NC(=O)CSc1nnc(C2CCCCC2)o1
 : 1	1	-3	6	2.6	-31	-1	5	-39
> CN(C)CCCCCN(C)Cc1cc2ccccc2o1
 : 0	2	-1	-9	0.6	-18	15	-28	-21
> CCC(C)C(NC(=O)C1CCC(=O)N1C(=O)OCc1ccccc1)C(=O)NC(C(=O)N1CCCC1C(N)=O)C(C)CC (configuration not stated)
 : 5	0	-5	6	0.3	4	1	2	-1
> Cc1ccc(NC(=O)C2CC(=O)Nc3nncn32)cc1 (configuration not stated)
 : 2	0	3	4	0.4	-24	-8	-10	-6
> NC(=O)Nc1ccc(C(=O)OCC(=O)N(Cc2ccccc2)C2CCS(=O)(=O)C2)cc1 (configuration not stated)
 : -2	-1	-20	2	2.4	11	-4	-35	-5
> O=C(COc1ccccc1)Nc1ccc(S(=O)(=O)Nc2ncccn2)cc1
 : 9	1	6	-3	1.4	17	5	4	-14
> Cc1ccc(C(=O)O)cc1N=Cc1cc(Br)cc(Br)c1O
 : 15	/	-13	6	/	/	-3	/	/
> CCOc1ncccc1C(=O)Nc1nnc(C(CC)CC)s1
 : 4	0	1	12	0.1	20	2	-6	4
> COc1ccccc1N1CCN(CCOc2c(OC)cccc2OC)CC1
 : -5	-1	-12	4	-1.7	3	3	-3	-9
> COC(=O)c1ccc(-c2cc3onc(-c4ccccc4)c3c(=O)n2C)cc1
 : -9	3	11	19	3.3	-30	4	-66	-22
> Cc1ccc(C(C)NC(=O)C2CCCC2)c(C)c1 (configuration not stated)
 : 1	-7	-10	2	0.7	15	42	-1	11
> CCCCn1c(SCc2cccc([N+](=O)[O-])c2)nc2ccsc2c1=O
 : 14	0	-38	22	2.5	-6	31	-11	12
> CC1(C)Cc2c(sc(NC(=O)C(C)(C)C)c2C#N)C(C)(C)N1
 : 7	-1	-5	0	-1.1	-5	9	-5	8
> O=C(c1ccc(-n2c(SCc3cc(F)ccc3F)nc3ccccc3c2=O)cc1)N1CCOCC1
 : 16	2	13	4	1.4	20	2	-5	5
> O=C(Oc1c(-c2ccccc2)c(=O)n2c3c(cccc13)CC2)c1ccco1
 : 1	2	-34	6	3.7	54*	-3	19	21
> O=C(CCc1nc2ccccc2c(=O)[nH]1)NNC(=O)COc1cccc(F)c1
 : 8	-3	-12	0	-1.5	7	16	2	-6
> Cc1cc(NC(=O)CSc2nnc(-c3cccs3)n2N)no1
 : 3	-2	-5	0	-0.5	-8	4	1	-1
> COc1cc(/C=N\NC(=O)c2cccnc2)ccc1OC(=O)c1ccccc1Cl
 : 1	1	0	17	3.2	-7	-4	-30	4

# Three compounds already listed, ordered by molecular weight, ascending:
# Sequence of screens – CXCR6 inh	UPR XBP1 act	EBI2 antag	CCR6 antag	CHOP UPR activ	Mdm2-MdmX inh	Gli-Sufu antag	697 NFkB inh	Jurkat NFkB inh
> COC(=O)c1ccc(-c2cc3onc(-c4ccccc4)c3c(=O)n2C)cc1
 : -9	3	11	19	3.3	-30	4	-66	-22
> COc1ccccc1N1CCN(CCOc2c(OC)cccc2OC)CC1
 : -5	-1	-12	4	-1.7	3	3	-3	-9
> O=C(CCc1nc2ccccc2c(=O)[nH]1)NNC(=O)COc1cccc(F)c1
 : 8	-3	-12	0	-1.5	7	16	2	-6

# High-throughput results from PubChem BioAssay.
